# Screens: PubChem BioAssay, The Scripps Research Institute Molecular Screening Center
# CHO-K1 Ca antag – M1 antagonist counterscreen hit in parental CHO-K1 cells | 360,000 tested, 0.6% active | inhibition, % at 3 µM | ATP-induced calcium, Fluo-8 fluorescence;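 active means inhibition above a per-plate cutoff, the plate's mean sample inhibition plus 3 SD, cut at about 24% in these data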;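 further: 0% = DMSO plus EC80 ATP and 100% = DMSO alone without ATP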
# M1 antag – human CHRM1 antagonism; P11229; CHO-K1 hM1, Fluo-8 calcium fluorescence, ACh EC80 antagonist; inhibition, % at 3 µM; 360,000 tested, 1.3% active; AID 588852;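 active means percent inhibition above its own plate's cutoff, namely the mean of that plate's compound wells plus 3 SD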;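 further: peak over basal fluorescence ratio during 140 s after agonist addition; 0% = ACh EC80 plus DMSO and 100% = DMSO alone without agonist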
# Target sequence (P11229 whole entry, looked up): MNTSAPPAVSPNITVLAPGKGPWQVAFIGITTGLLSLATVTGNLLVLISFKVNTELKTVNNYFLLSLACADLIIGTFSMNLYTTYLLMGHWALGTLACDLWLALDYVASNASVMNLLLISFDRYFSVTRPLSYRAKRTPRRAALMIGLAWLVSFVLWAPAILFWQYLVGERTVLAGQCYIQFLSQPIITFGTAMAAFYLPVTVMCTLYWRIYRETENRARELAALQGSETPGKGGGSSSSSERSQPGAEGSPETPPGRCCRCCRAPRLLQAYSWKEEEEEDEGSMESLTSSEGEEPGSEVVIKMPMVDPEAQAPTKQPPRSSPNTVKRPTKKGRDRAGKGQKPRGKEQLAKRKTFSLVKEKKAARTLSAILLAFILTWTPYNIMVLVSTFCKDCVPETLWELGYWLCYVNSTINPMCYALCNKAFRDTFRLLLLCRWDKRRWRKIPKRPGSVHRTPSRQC
# M1 PAM parental – counter-screen for M1 PAMs: effect in parental CHO-K1 cells | ATP EC20, Fluo-8 calcium fluorescence; 0% at ATP EC20, 100% at ATP max | activation, % at 3 µM | 360,000 tested, 0.02% active | AID 602247;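 active means activation above the run cutoff, the mean activation of all test compounds plus 3 SD, cut at about 40% in these data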;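 further: peak over basal fluorescence ratio in a 140 s read after ATP addition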
# TAAR1 antagonist – antagonists of human TAAR1 | Q96RJ0 | CHO RD-HGA16 TAAR1, Fluo-8 calcium fluorescence, antagonist | inhibition, % at 3 µM | 360,000 tested, 1.5% active | AID 624466;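 active means inhibition above a per-plate cutoff, the mean inhibition of test compounds on that plate plus 3 SD, cut at about 49% in these data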;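 further: 0% = DMSO plus EC80 beta-PEA response and 100% = DMSO alone without agonist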
#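 Test system – hTAAR1-expressing CHO RD-HGA16 cells, Gα16-coupled · Reagent – β-PEA at EC80 concentration, post-compound challenge · Compound dosing – 3 µM, single point · Timing – 140 s kinetic read after compound, 140 s after agonist · Detection – Fluo-8 intracellular calcium dye fluorescence, real-time kinetic reads · Control set – DMSO and EC80 PEA controls · Repeats – n of 1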
# CHRM1 agonist – human M1 muscarinic receptor agonism | P11229 | CHO-K1 hM1, Fluo-8 calcium fluorescence, agonist mode; 0% DMSO, 100% acetylcholine EC100 | activation, % at 3 µM | 360,000 tested, 0.33% active | AID 588814;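 active means activation above the run's mean compound activation plus 3 SD, cut at about 16% in these data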;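 further: peak over basal fluorescence ratio within a 140 s kinetic read after compound addition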
# OXTR potentiate – potentiators of human oxytocin receptor | P30559 | CHO-OTR cells, Fluo-8 calcium fluorescence, potentiator mode; 0% = oxytocin EC15, 100% = EC100 | activation, % at 3 µM | 320,000 tested, 0.061% active;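 active means activation above that plate's cutoff, the mean activation of tested compounds plus 3 SD, cut at about 6.6% in these data, passing the limit was not always enough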;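 further: 100% uses oxytocin at 75 nM as the full agonist control; some results filed as inactive read as strong as hits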
# Target sequence (P30559 whole entry, looked up): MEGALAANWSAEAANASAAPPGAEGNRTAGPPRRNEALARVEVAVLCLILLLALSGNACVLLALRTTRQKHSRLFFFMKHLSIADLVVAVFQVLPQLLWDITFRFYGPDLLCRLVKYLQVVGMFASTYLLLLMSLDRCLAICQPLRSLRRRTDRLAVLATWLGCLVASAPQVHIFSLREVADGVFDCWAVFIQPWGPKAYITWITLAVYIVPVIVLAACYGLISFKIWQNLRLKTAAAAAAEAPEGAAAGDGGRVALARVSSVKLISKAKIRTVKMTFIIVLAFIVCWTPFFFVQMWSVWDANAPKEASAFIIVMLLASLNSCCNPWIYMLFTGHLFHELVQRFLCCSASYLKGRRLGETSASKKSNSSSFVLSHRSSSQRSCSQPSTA
#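 Assay system: CHO cell line stably expressing human OTR. Reagent: EC15 oxytocin agonist. Dosing: single dose, 3.0 µM nominal final compound concentration. Timing: compound 6 min at room temperature before oxytocin, 100 s read. Signal: kinetic Fluo-8 calcium fluorescence. Controls: oxytocin EC15 low and EC100 high.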
# CHO parental Ca – signal in parental CHO cells, OX1R antagonist counter-screen | inhibition, % at 5.6 µM | 330,000 tested, 0.63% active | AID 463079 | parental CHO-K1, ATP-induced calcium, Fluo-8 fluorescence;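 active means inhibition above that plate's mean sample inhibition plus 3 SD, cut at about 26% in these data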;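 further: 0% = ATP-challenged DMSO wells and 100% = DMSO wells without ATP; some compounds past the cut are filed as inactive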
#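 Material: parental CHO cells / Compound: single nominal dose of 5.6 µM per compound / Signal: Fluo-8 fluorescence / Replicates: singlicate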
# M1 ag parental – counter-screen for M1 agonists: effect in parental CHO-K1 cells. 360,000 tested, 0.48% active. activation, % at 3 µM. AID 602248. Fluo-8 calcium fluorescence; scaled to maximal ATP response, vehicle zero; in the data active means activation above about 15%;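 further: untransfected CHO-K1 host cells lacking M1 receptor as counterscreen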
# TAAR1 ag – agonists of human TAAR1 | Q96RJ0 | CHO RD-HGA16 TAAR1, Fluo-8 calcium fluorescence; vehicle wells 0%, saturating PEA agonist 100% | activation, % at 3 µM | 360,000 tested, 0.99% active;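 active means activation above the mean activation of all test compounds in the run plus 3 SD, cut at about 38% in these data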
#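 test system = CHO RD-HGA16 cells carrying human TAAR1 plus Gα16 | schedule = 17-24 h seeding, 75 min 37 °C dye, 30 min RT | compound dosing = 3 µM single concentration | control set = DMSO and PEA EC100 | replicates = n 1 | signal = Fluo-8 fluorescence, 5 s baseline then 140 s kinetic read | measure = percent activation vs PEA EC100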
# The depositor's hits bear a star; . = no result given.
# Order of values – CHO-K1 Ca antag	M1 antag	M1 PAM parental	TAAR1 antagonist	CHRM1 agonist	OXTR potentiate	CHO parental Ca	M1 ag parental	TAAR1 ag
1. COC(=O)c1ccc(C23CC4(C2)[C@H](CN(CC2CCCCC2)[C@@H]4c2ccccc2)C3c2ccc(C(F)(F)F)cc2)cc1 (stereo not given in full)
→ .	.	.	-12	.	-10	-20	.	3
2. CN1C(=O)[C@H]2[C@@H](C3CC3)N3C(=O)CN(Cc4ccc(-c5ccccc5)cc4)C(=O)[C@@]3(C)[C@H]2C1=O
→ -22	-13	30	9	-5	2	-6	0.8	4
3. COc1ccc(C2CC(=O)CCN2S(=O)(=O)c2ccc(C)cc2)cc1 (stereo not given)
→ -12	-14	8	4	-2	.	.	3.1	1
4. Cc1c(N=NC2=C(O)CCCC2=O)c(=O)n(-c2ccccc2)n1C
→ 6	8	-12	7	-14	-10	-4	0.2	5
5. O=C(Cn1c(=O)oc2cc(S(=O)(=O)N3CCc4ccccc43)ccc21)N1CCCCC1
→ -13	-2	23	-4	-3	3	-2	0.8	2
6. COc1ccc(N2CCN(S(=O)(=O)c3cccc4cccnc34)CC2)cc1
→ 2	-9	11	-7	2	-4	-6	1.8	3
7. CC1(c2nc3ccccc3cc2C#N)OCCO1
→ -16	-16	23	2	-1	.	.	1.3	6
8. O=C(COC(=O)c1cc[n+]([O-])cc1)Nc1ccc(Cl)c(C(F)(F)F)c1
→ 6	-8	-10	5	4	-12	6	1.6	5
9. Cc1ccc(S(=O)(=O)N2CCOCC2)cc1NC(=O)CSc1nnc(NC2CC2)s1
→ -8	0	-7	5	-4	2	-19	0.3	-2
10. CC(C)C[C@H]1CN(CCCC[C@@H]2CNC(=O)C(=O)N2CCc2ccccc2)C(=O)C(=O)N1CCC1CCCCC1
→ 1	.	-11	-22	.	.	.	-0.2	1
11. COC(=O)c1ccc(C)c(NC(=O)CSc2nc3[nH]c(=O)cc(O)c3s2)c1
→ -4	-10	17	-5	-2	-3	1	1.2	1
12. Cc1ccc(CNC(=O)C2CC(=O)N(C3CCCCCC3)C2)cc1 (stereo not given)
→ -24	-14	10	0	1	0	-12	1.4	-1
13. CCCCNC(=O)c1cc2c(C)cc(C)cc2[nH]1
→ -6	-8	13	3	-5	-8	-22	0.1	1
14. CC(C)n1cc(CN2CCN(C)C(CCO)C2)c2ccccc21 (stereo not given)
→ -20	-8	22	-8	-8	-4	-17	0.0	4
15. CC(C)N(Cc1ccccc1)C(=O)CN1C(=O)COc2ccc(S(=O)(=O)NC3CCCC3)cc21
→ -15	-6	-3	-3	0	-7	-16	2.1	3
16. CCCCn1nc(C(=O)Nc2cc(S(=O)(=O)N(C)C)ccc2C)c2ccccc2c1=O
→ -1	-30	-6	-14	-1	1	-22	-0.3	-1
17. COc1ccc(-c2cc(=O)oc3cc(OC(=O)C4CCCCC4)ccc23)cc1
→ -8	2	19	-4	-9	-7	0	0.6	2
18. CCc1cccc2c(C=C(C#N)C#N)cn(CC(=O)N3CCCCCC3)c12
→ -16	1	16	6	-2	0	-13	0.6	13
19. COc1ccc(/C=C/C(=O)NCCCN2CCCC2)cc1
→ -2	41*	4	-27	-8	3	-11	6.5	0
20. NS(=O)(=O)c1cccc(NC(=O)COC(=O)CCc2ccccc2)c1
→ -2	2	-19	5	-3	-6	-2	0.4	3

# Ordered by SMILES length (descending): some entries from above.
# Order of values – CHO-K1 Ca antag	M1 antag	M1 PAM parental	TAAR1 antagonist	CHRM1 agonist	OXTR potentiate	CHO parental Ca	M1 ag parental	TAAR1 ag
10. CC(C)C[C@H]1CN(CCCC[C@@H]2CNC(=O)C(=O)N2CCc2ccccc2)C(=O)C(=O)N1CCC1CCCCC1
→ 1	.	-11	-22	.	.	.	-0.2	1
15. CC(C)N(Cc1ccccc1)C(=O)CN1C(=O)COc2ccc(S(=O)(=O)NC3CCCC3)cc21
→ -15	-6	-3	-3	0	-7	-16	2.1	3
16. CCCCn1nc(C(=O)Nc2cc(S(=O)(=O)N(C)C)ccc2C)c2ccccc2c1=O
→ -1	-30	-6	-14	-1	1	-22	-0.3	-1
8. O=C(COC(=O)c1cc[n+]([O-])cc1)Nc1ccc(Cl)c(C(F)(F)F)c1
→ 6	-8	-10	5	4	-12	6	1.6	5
9. Cc1ccc(S(=O)(=O)N2CCOCC2)cc1NC(=O)CSc1nnc(NC2CC2)s1
→ -8	0	-7	5	-4	2	-19	0.3	-2
17. COc1ccc(-c2cc(=O)oc3cc(OC(=O)C4CCCCC4)ccc23)cc1
→ -8	2	19	-4	-9	-7	0	0.6	2
18. CCc1cccc2c(C=C(C#N)C#N)cn(CC(=O)N3CCCCCC3)c12
→ -16	1	16	6	-2	0	-13	0.6	13
20. NS(=O)(=O)c1cccc(NC(=O)COC(=O)CCc2ccccc2)c1
→ -2	2	-19	5	-3	-6	-2	0.4	3
12. Cc1ccc(CNC(=O)C2CC(=O)N(C3CCCCCC3)C2)cc1 (stereo not given)
→ -24	-14	10	0	1	0	-12	1.4	-1
19. COc1ccc(/C=C/C(=O)NCCCN2CCCC2)cc1
→ -2	41*	4	-27	-8	3	-11	6.5	0
7. CC1(c2nc3ccccc3cc2C#N)OCCO1
→ -16	-16	23	2	-1	.	.	1.3	6

# (list continues)
# Order of values – CHO-K1 Ca antag	M1 antag	M1 PAM parental	TAAR1 antagonist	CHRM1 agonist	OXTR potentiate	CHO parental Ca	M1 ag parental	TAAR1 ag
21. O=c1c2c3c(sc2ncn1/N=C/c1ccc([N+](=O)[O-])o1)CCCC3
→ -7	-2	9	9	-4	-8	-8	0.8	1
22. N#CC1(NC(=O)COc2ccc(S(=O)(=O)N3CCCC3)cc2[N+](=O)[O-])CCCCC1
→ -3	-12	9	-18	-1	-3	-11	2.7	4
23. Cc1cc(C)c(S(=O)(=O)N2CCCOC2CNC(=O)C(=O)NCCc2c[nH]c3ccccc23)c(C)c1 (stereo not given)
→ 3	27	-7	75*	-3	-16	-11	11	32
24. CCc1nnc(NS(=O)(=O)c2ccc(NC(=S)NC(=O)/C=C/c3ccc(F)cc3)cc2)s1
→ 16	8	-13	24	-5	-1	-20	0.1	1
25. Cc1cc(NC(=O)C2CC=CCC2C(=O)O)ccc1NC(=O)c1ccccc1 (stereo not given)
→ 7	-16	-20	-6	0	-1	-23	-0.1	0
26. O=[N+]([O-])c1cc(S(=O)(=O)C(F)(F)F)ccc1Sc1nc2ccccc2[nH]1
→ 16	22	1	21	-1	-16	-14	12	13
27. CCOC(=O)c1[nH]c2ccccc2c1NC(=O)c1ccco1
→ 7	-10	-1	13	-2	-14	-19	1.4	8
28. CNC(=O)NC(=O)COc1ccc2oc3c(c2c1)CCCC3
→ -17	5	-10	-18	-6	-9	-1	0.1	2
29. O=C(NCCCCNC(=O)c1ccc(F)cc1)c1ccc(F)cc1
→ -11	-12	8	-2	-2	-2	-6	-0.3	3
30. O=C(CN1C(=O)NC(c2ccc(F)cc2)C1=O)Nc1ccc2c(c1)OCCO2 (stereo not given)
→ 14	-2	-25	-28	-2	-3	-8	0.2	7
31. COc1ccc(-c2c(C#Cc3ccsc3)c3cc(-c4ccc(C(N)=O)cc4)ccc3n2C)cc1
→ -2	1	-8	102*	-4	1	-10	0.8	5
32. COc1ccc(/C=N/NC(=O)c2ccc(N3CCCC3=O)cc2)cc1
→ -17	-2	6	12	-1	0	-13	0.8	2
33. CCCCC(=O)Nc1cc(-c2nc3ncccc3o2)ccc1C
→ 1	-7	10	-2	0	5	-6	0.2	0
34. CC(=O)C[C@H](O)CC(=O)[C@H]1OC(=O)CCCCC/C=C/Cc2ccccc21
→ -8	2	15	7	-1	-3	-7	1.7	7
35. CCOc1cc(/C=N/NC(=O)C(=O)N2CCCC2)ccc1O
→ 3	-3	9	-14	0	-1	-8	1.4	6
36. Cc1c(C(=O)Nc2ccccc2)oc2c1C(=O)CC(C)(C)C2
→ -8	-1	9	0	-6	-5	-6	1.3	11
37. O=c1c(-c2ccc(F)cc2)coc2c3c(ccc12)OCCO3
→ -27	-13	12	5	-6	-4	-4	0.4	5
38. C=C(C)CN=C1SC(C(=O)Nc2sc3c(c2C(=O)OC)CCC3)C(N)=C1C(N)=O (stereo not given)
→ -3	0	19	-14	-7	-8	-13	0.1	-2
39. Cc1ccc(CCNS(=O)(=O)c2ccc3c(c2)NC(=O)CCS3)cc1
→ -5	-7	24	4	1	-4	3	6.8	5
40. O=C(COC(=O)CCCc1c[nH]c2ccccc12)Nc1ccc2c(c1)OCO2
→ 10	3	-5	17	-2	-15	13	2.1	7
41. O=C(O)c1ccc(NC(=S)NC(=O)c2cccnc2)cc1
→ -10	-3	25	4	-3	-5	8	1.9	1
42. CC(Sc1cccc2cccc(C(=O)O)c12)C(=O)O (stereo not given)
→ 3	-31	2	2	4	-1	0	-0.2	10
43. C=C(C)CSc1[nH]c(=O)cc(C)c1C#N
→ 5	0	-6	1	-2	-5	1	-0.2	3
44. C#CCOCCOCCOCCNc1nc(N2CCN(C(=O)[C@H](CCCCN)n3cc(C(N)[C@H](C)CC)nn3)CC2)nc(N2CCN(C(=O)[C@H](CCC(=O)O)n3cc(C(N)[C@H](C)CC)nn3)CC2)n1 (stereo not given in full)
→ -7	-14	17	.	4	2	2	0.6	.
45. Cc1sc2nc(SCC(=O)Nc3c(C)n(C)n(-c4ccccc4)c3=O)n(C)c(=O)c2c1C
→ -5	-14	11	-1	-4	0	-18	0.1	6
46. Cc1cc(S(=O)(=O)NCC(C)C)ccc1OCC(=O)NCc1ccccn1
→ -3	3	19	7	-5	-3	-2	0.7	3
47. O=C(c1ccc(-n2c(SCc3cccc(F)c3)nc3ccccc3c2=O)cc1)N1CCOCC1
→ 1	-4	6	0	0	-11	-9	0.3	10
48. Cc1nn(CCC(N)=S)c2nc(-c3cccs3)cc(C(F)(F)F)c12
→ -5	-9	23	0	-9	-3	-23	1.2	5
49. Cc1ccccc1OCCNC(=O)c1ccccc1Sc1ccccc1C#N
→ -4	11	9	20	-3	-11	-11	1.6	8
50. CCc1nc2ccc(C(=O)N3CCN(c4ccccc4)CC3)cn2c1N(C)CCC(C)C
→ 2	14	4	-39	-10	.	.	-0.3	4
51. CC1CN(C(=O)c2cccc(S(=O)(=O)Nc3ccccc3Cl)c2)CC(C)O1 (stereo not given)
→ 5	12	-12	-23	-1	-6	-15	0.2	3
52. Cc1[nH]c(=O)[nH]c(=O)c1NC(=O)c1ccccc1[N+](=O)[O-]
→ -9	-21	21	-11	0	.	.	-0.1	3
